TcdB inh = TcdB glycohydrolase inhibitors, primary screen, biochemical, single point, plate reader; Toxin B (Clostridioides difficile), P18177; 0.24% of 350,000 active; TcdB glycohydrolase enzymatic assay; inhibition, % at 9.99 µM; in the data active means inhibition above about 10%
Target sequence (P18177 whole entry, looked up): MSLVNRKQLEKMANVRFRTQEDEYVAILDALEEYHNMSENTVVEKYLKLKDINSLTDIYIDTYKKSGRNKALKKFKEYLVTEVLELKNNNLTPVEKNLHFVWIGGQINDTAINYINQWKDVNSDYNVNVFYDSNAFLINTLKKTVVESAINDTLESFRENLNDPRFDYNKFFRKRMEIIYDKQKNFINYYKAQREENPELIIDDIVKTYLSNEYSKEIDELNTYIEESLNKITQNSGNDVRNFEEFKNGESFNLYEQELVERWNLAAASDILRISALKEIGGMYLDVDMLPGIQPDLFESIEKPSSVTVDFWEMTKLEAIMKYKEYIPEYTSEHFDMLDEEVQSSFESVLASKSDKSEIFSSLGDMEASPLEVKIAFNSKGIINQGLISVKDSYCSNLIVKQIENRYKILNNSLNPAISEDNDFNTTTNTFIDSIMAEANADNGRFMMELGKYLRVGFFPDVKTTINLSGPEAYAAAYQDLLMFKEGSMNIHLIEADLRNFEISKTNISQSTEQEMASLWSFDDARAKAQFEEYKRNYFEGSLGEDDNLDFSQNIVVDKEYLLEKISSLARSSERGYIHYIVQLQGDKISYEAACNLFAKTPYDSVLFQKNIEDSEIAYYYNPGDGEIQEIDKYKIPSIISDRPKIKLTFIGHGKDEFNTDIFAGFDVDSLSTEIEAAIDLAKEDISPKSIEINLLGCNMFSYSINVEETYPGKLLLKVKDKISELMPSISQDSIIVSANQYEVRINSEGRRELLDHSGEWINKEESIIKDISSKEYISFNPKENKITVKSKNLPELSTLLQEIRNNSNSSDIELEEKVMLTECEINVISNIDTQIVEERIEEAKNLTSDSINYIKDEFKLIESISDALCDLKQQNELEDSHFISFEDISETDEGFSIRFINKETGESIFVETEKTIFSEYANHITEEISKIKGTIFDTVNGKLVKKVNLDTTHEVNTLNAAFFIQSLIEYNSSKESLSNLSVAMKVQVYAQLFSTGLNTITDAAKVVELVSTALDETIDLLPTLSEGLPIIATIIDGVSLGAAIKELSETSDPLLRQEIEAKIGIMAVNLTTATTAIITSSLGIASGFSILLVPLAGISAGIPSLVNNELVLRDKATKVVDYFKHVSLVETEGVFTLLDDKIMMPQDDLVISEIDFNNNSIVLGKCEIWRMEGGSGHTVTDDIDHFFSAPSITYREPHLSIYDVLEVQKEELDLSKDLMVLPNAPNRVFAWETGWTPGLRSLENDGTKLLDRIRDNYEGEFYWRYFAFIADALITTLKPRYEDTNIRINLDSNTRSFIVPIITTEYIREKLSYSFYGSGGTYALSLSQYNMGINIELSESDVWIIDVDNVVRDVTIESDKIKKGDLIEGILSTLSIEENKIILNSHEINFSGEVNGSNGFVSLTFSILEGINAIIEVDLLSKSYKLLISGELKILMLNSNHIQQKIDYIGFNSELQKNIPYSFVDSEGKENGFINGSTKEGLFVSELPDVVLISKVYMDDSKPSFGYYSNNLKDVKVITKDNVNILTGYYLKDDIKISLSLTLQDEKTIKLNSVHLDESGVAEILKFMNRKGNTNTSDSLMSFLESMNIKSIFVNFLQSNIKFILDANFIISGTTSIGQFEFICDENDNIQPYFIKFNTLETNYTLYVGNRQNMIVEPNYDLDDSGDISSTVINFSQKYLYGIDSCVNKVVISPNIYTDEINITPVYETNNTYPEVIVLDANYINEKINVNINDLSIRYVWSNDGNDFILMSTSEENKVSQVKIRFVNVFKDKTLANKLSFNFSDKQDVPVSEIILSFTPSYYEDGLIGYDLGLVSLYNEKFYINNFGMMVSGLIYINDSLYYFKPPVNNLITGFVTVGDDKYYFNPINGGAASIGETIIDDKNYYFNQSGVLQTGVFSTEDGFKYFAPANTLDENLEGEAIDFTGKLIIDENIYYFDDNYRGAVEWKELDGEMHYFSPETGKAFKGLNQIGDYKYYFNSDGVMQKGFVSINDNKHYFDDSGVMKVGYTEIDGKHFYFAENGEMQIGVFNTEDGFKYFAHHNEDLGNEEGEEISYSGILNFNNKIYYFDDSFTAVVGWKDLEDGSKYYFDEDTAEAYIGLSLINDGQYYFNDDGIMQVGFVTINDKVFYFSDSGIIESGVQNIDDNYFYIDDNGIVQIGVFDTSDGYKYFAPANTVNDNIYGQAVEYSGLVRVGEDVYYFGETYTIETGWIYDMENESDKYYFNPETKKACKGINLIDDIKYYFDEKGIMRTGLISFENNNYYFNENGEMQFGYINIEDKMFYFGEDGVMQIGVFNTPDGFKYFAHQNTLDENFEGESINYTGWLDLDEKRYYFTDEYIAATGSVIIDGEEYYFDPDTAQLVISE
* marks the source's active call; other numbers are inactive results. A portion of the library; count on the stated rates, not on these rows.

Results for CO[C@@H]1CN(C)C(=O)c2ccc(NC(=O)NC(C)C)cc2OC[C@@H](C)N(C(=O)C2CCC2)C[C@H]1C ?
TcdB inh: 0.5

Results for Cc1noc(C)c1S(=O)(=O)Nc1ccc2c(c1)CC(=O)N([C@@H](C)CO)C[C@@H](C)[C@H](CN(C)Cc1ccc(C(F)(F)F)cc1)O2 ?
TcdB inh: 0.7

What do the screens show for `CN1C(=O)c2cc(NC(=O)C3CCCC3)ccc2OC[C@@H]2O[C@H](CC(=O)NCC(F)(F)F)CC[C@@H]21`?
TcdB inh: 0.3

Results for CC=Cc1ccc2n(c1=O)C[C@H]1N[C@@H]2[C@@H](C(=O)NC2CCCCC2)[C@@H]1CO (mixture of isomers) ?
TcdB inh: -0.5

How did CNC[C@H]1Oc2cc(C#CCN(C)C)ccc2S(=O)(=O)N([C@H](C)CO)C[C@H]1C do in these assays?
TcdB inh: 0.5

How did C[C@H](CO)N1C[C@H](C)[C@@H](CN(C)S(=O)(=O)c2ccc(Cl)cc2)Oc2ccc(NC(=O)Nc3cccc4ccccc34)cc2C1=O do in these assays?
TcdB inh: -0.1

What do the screens show for `O=C(C[C@H]1CC[C@@H]2[C@H](COC[C@H](O)CN2S(=O)(=O)c2ccccc2)O1)NCCN1CCCCC1`?
TcdB inh: 0.1

What do the screens show for `O=C(NCC[C@@H]1CC[C@H](NS(=O)(=O)c2ccccc2)[C@@H](CO)O1)c1ccc2c(c1)OCO2`?
TcdB inh: -1.4

How did C[C@@H]1CCCCO[C@@H](CN(C)S(=O)(=O)c2cn(C)cn2)[C@H](C)CN([C@@H](C)CO)C(=O)c2cc(NC(=O)Nc3ccccc3)ccc2O1 do in these assays?
TcdB inh: -1.5

Results for CCCC#Cc1ccc2c(c1)O[C@H](CN(C)C(=O)c1cnccn1)[C@H](C)CN([C@@H](C)CO)S2(=O)=O ?
TcdB inh: -0.6

Results for C[C@@H]1CN([C@@H](C)CO)C(=O)Cc2cc(NS(=O)(=O)c3ccccc3)ccc2O[C@H]1CN(C)Cc1ccc(Cl)c(Cl)c1 ?
TcdB inh: -1.2

Results for C[C@H](CO)N1C[C@H](C)[C@H](CN(C)C(=O)c2cnccn2)Oc2ncc(C#CCC3CCCC3)cc2C1=O ?
TcdB inh: -0.7

How did CC(C)NC(=O)Nc1cccc2c1O[C@@H](CN(C)S(=O)(=O)c1ccc(F)cc1)[C@H](C)CN([C@@H](C)CO)C2=O do in these assays?
TcdB inh: 0.8

Results for CN(C)C(=O)c1ccc(-c2ccc([C@@H]3[C@H](C#N)N(S(C)(=O)=O)[C@H]3CO)cc2)cc1 ?
TcdB inh: 0.7

Results for CC(C)NC(=O)N(C)C[C@@H]1OCCCC[C@H](C)Oc2ccc(N(C)C)cc2C(=O)N([C@@H](C)CO)C[C@@H]1C ?
TcdB inh: -24

How did C[C@@H]1CN([C@@H](C)CO)S(=O)(=O)c2ccc(C#Cc3ccccc3)cc2O[C@@H]1CN(C)S(=O)(=O)c1cn(C)cn1 do in these assays?
TcdB inh: -0.2

What do the screens show for `O=C(C[C@H]1CC[C@H](NS(=O)(=O)c2ccc(F)cc2)[C@H](CO)O1)NCc1ccncn1`?
TcdB inh: -0.2

How did CC(=O)N1[C@H](CO)[C@@H](c2ccccc2)[C@@H]1CNC(=O)CN1CCOCC1 do in these assays?
TcdB inh: -0.6

What do the screens show for `C/C=C/c1ccc2c(c1)O[C@H](CN(C)Cc1ccccc1)[C@H](C)CN([C@H](C)CO)S2(=O)=O`?
TcdB inh: 1.5

How did O=C(C[C@@H]1C[C@H]2c3cc(NC(=O)CC4CC4)ccc3O[C@H]2[C@H](CO)O1)NCc1cccnc1 do in these assays?
TcdB inh: -1.0

What do the screens show for `C[C@H](CO)N1C[C@H](C)[C@H](CN(C)Cc2ccc3c(c2)OCO3)Oc2ccc(NC(=O)C3CCCCC3)cc2C1=O`?
TcdB inh: -1.4

What do the screens show for `C[C@@H]1CN([C@@H](C)CO)C(=O)c2cccc(NC(=O)c3nc4ccccc4s3)c2O[C@@H]1CN(C)Cc1ccc(C(F)(F)F)cc1`?
TcdB inh: -1.9

What do the screens show for `COc1ccccc1-c1cn(CC[C@H]2CC[C@@H](NC(=O)Cc3ccccn3)[C@@H](CO)O2)nn1`?
TcdB inh: 0.3

How did COc1cccc(-c2ccc3c(c2)[C@@H]2[C@@H](CCN2C(=O)C2CCOCC2)[C@@H](CO)N3)c1 do in these assays?
TcdB inh: -1.4

Results for COc1ccc(C#Cc2ccc3c(c2)[C@@H]2[C@@H](CCN2S(=O)(=O)c2ccccc2C)[C@H](CO)N3C)cc1 ?
TcdB inh: -0.4

What do the screens show for `O=C(NC1CCCCC1)N[C@H]1CC[C@H](CCNS(=O)(=O)c2ccccc2)O[C@@H]1CO`?
TcdB inh: -0.8

Results for C[C@@H]1CN([C@@H](C)CO)S(=O)(=O)c2ccc(C#Cc3ccccc3)cc2O[C@H]1CN(C)C(=O)c1ccccn1 ?
TcdB inh: 0.0

Results for O=C(Nc1ccc(F)cc1)N1C[C@H]2[C@@H](c3ccccc31)[C@@H](CO)N2C(=O)c1ccccn1 ?
TcdB inh: 1.5

What do the screens show for `COc1ccc(NC(=O)N[C@H]2CC[C@H](CCNC(=O)CCN3CCCCC3)O[C@H]2CO)cc1`?
TcdB inh: -0.9

How did Cc1nn(C)cc1NC(=O)C[C@H]1CC[C@H]2[C@@H](COc3ccc(NC(=O)NC(C)C)cc3C(=O)N2C)O1 do in these assays?
TcdB inh: -1.8

What do the screens show for `COc1ccc(S(=O)(=O)Nc2ccc3c(c2)C(=O)N([C@H](C)CO)C[C@H](C)[C@H](CN(C)Cc2ccc(C(=O)Nc4ccccc4N)cc2)O3)cc1`?
TcdB inh: -2.1

What do the screens show for `CCCNC(=O)N(C)C[C@H]1Oc2cc(-c3cccnc3)ccc2S(=O)(=O)N([C@H](C)CO)C[C@@H]1C`?
TcdB inh: 1.5

What do the screens show for `COc1cccc(-c2ccc3c(c2)O[C@H](CN(C)C)[C@@H](C)CN([C@H](C)CO)S3(=O)=O)c1`?
TcdB inh: 0.4

What do the screens show for `COc1ccc(S(=O)(=O)N(C)C[C@H]2Oc3ccc(NS(=O)(=O)c4c(C)noc4C)cc3CC(=O)N([C@H](C)CO)C[C@@H]2C)cc1`?
TcdB inh: 0.4

How did COc1ccccc1NC(=O)N[C@H]1C=C[C@@H](CC(=O)N2CCC(Cc3ccccc3)CC2)O[C@@H]1CO do in these assays?
TcdB inh: -1.4

Results for CC(C)NC(=O)Nc1ccc2c(c1)C(=O)N([C@@H](C)CO)C[C@@H](C)[C@H](CN(C)C(=O)Nc1ccc(F)cc1)O2 ?
TcdB inh: 0.4

What do the screens show for `O=C(O)C[C@H]1C[C@H]2c3cc(NC(=O)c4ccc5c(c4)OCO5)ccc3O[C@H]2[C@@H](CO)O1`?
TcdB inh: -0.1

What do the screens show for `CCNC(=O)c1cc2c(c(-c3cccc(-c4ccccc4F)c3)n1)[C@H](CCO)N(C(=O)CC1CC1)C2`?
TcdB inh: -2.7

What do the screens show for `CNC[C@H]1OCCCC[C@@H](C)Oc2ccc(N)cc2C(=O)N([C@H](C)CO)C[C@@H]1C`?
TcdB inh: 0.6

How did C[C@@H]1CN([C@@H](C)CO)C(=O)c2cc(NC(=O)c3ccncc3)ccc2O[C@@H](C)CCCCO[C@@H]1CN(C)C(=O)Nc1ccc(C(F)(F)F)cc1 do in these assays?
TcdB inh: -2.6

Reprinted from the results shown for reference:
What do the screens show for `C[C@H](CO)N1C[C@H](C)[C@H](CN(C)Cc2ccc3c(c2)OCO3)Oc2ccc(NC(=O)C3CCCCC3)cc2C1=O`?
TcdB inh: -1.4

What do the screens show for `C[C@@H]1CN([C@@H](C)CO)C(=O)c2cccc(NC(=O)c3nc4ccccc4s3)c2O[C@@H]1CN(C)Cc1ccc(C(F)(F)F)cc1`?
TcdB inh: -1.9

What do the screens show for `COc1ccccc1-c1cn(CC[C@H]2CC[C@@H](NC(=O)Cc3ccccn3)[C@@H](CO)O2)nn1`?
TcdB inh: 0.3

How did COc1cccc(-c2ccc3c(c2)[C@@H]2[C@@H](CCN2C(=O)C2CCOCC2)[C@@H](CO)N3)c1 do in these assays?
TcdB inh: -1.4

Results for COc1ccc(C#Cc2ccc3c(c2)[C@@H]2[C@@H](CCN2S(=O)(=O)c2ccccc2C)[C@H](CO)N3C)cc1 ?
TcdB inh: -0.4

What do the screens show for `O=C(NC1CCCCC1)N[C@H]1CC[C@H](CCNS(=O)(=O)c2ccccc2)O[C@@H]1CO`?
TcdB inh: -0.8

Results for C[C@@H]1CN([C@@H](C)CO)S(=O)(=O)c2ccc(C#Cc3ccccc3)cc2O[C@H]1CN(C)C(=O)c1ccccn1 ?
TcdB inh: 0.0

Results for O=C(Nc1ccc(F)cc1)N1C[C@H]2[C@@H](c3ccccc31)[C@@H](CO)N2C(=O)c1ccccn1 ?
TcdB inh: 1.5

What do the screens show for `COc1ccc(NC(=O)N[C@H]2CC[C@H](CCNC(=O)CCN3CCCCC3)O[C@H]2CO)cc1`?
TcdB inh: -0.9

How did Cc1nn(C)cc1NC(=O)C[C@H]1CC[C@H]2[C@@H](COc3ccc(NC(=O)NC(C)C)cc3C(=O)N2C)O1 do in these assays?
TcdB inh: -1.8

New compounds follow:
How did COc1ccc(-c2ccc([C@@H]3[C@H](C#N)N(C(=O)c4cccnc4)[C@H]3CO)cc2)cc1 do in these assays?
TcdB inh: 1.0

What do the screens show for `Cc1ccc(S(=O)(=O)N(C)C[C@@H]2Oc3ccc(NC(=O)Nc4ccc5c(c4)OCO5)cc3CC(=O)N([C@H](C)CO)C[C@H]2C)cc1`?
TcdB inh: -0.1

Results for C[C@@H]1CN([C@@H](C)CO)C(=O)c2c(c3ccccc3n2C)-c2ccccc2CO[C@@H]1CN(C)C(=O)c1ccccc1 ?
TcdB inh: 1.2

How did CC(C)CC#Cc1ccc([C@@H]2[C@@H](CO)N3C(=O)CN(C(=O)NC4CCCC4)C[C@H]23)cc1 do in these assays?
TcdB inh: 1.2

Results for COc1ccc2c3c(n(C)c2c1)[C@H](CO)N(C(=O)c1ccccn1)CC31CN(C(=O)Cc2ccccc2)C1 ?
TcdB inh: 0.8

Results for Cc1ccc(S(=O)(=O)N[C@H]2CC[C@H](CCn3cc(C(C)C)nn3)O[C@@H]2CO)cc1 ?
TcdB inh: 0.1

How did C[C@H](CO)N1C[C@H](C)[C@H](CN(C)Cc2ccccc2)Oc2ccc(NC(=O)c3ccncc3)cc2CC1=O do in these assays?
TcdB inh: 0.1

How did C[C@@H]1CN([C@@H](C)CO)C(=O)c2cccc(NC(=O)C3CCCCC3)c2O[C@H]1CN(C)C(=O)Nc1ccc(C(F)(F)F)cc1 do in these assays?
TcdB inh: 2.1

What do the screens show for `CCCN1[C@@H]2Cn3c(cccc3=O)[C@H]1[C@@H](C(=O)N[C@@H](C)c1ccccc1)[C@@H]2CO`?
TcdB inh: 0.3

What do the screens show for `O=C(Nc1ccc(F)cc1)N1C[C@@H]2[C@H](c3ccccc31)[C@H](CO)N2C(=O)c1ccc(F)cc1`?
TcdB inh: -1.0

Results for C[C@@H](NC(=O)C[C@H]1CC[C@H]2[C@@H](COC[C@@H](O)CN2Cc2ccc(C(F)(F)F)cc2)O1)c1ccccc1 ?
TcdB inh: 0.4

How did C[C@H]1CN([C@@H](C)CO)C(=O)c2cc(C#CC3CCCCC3)cnc2O[C@@H]1CN(C)S(=O)(=O)c1ccc(F)cc1 do in these assays?
TcdB inh: -4.3

What do the screens show for `CC=Cc1ccc2n(c1=O)C[C@@H]1[C@@H](CO)[C@H](C(=O)NC3CCC3)[C@H]2N1C(=O)c1cnccn1` (mixture of isomers)?
TcdB inh: -0.7

What do the screens show for `C[C@H]1CN([C@@H](C)CO)C(=O)c2cc(N(C)C)ccc2O[C@@H]1CN(C)Cc1ccc(Oc2ccccc2)cc1`?
TcdB inh: -0.4

How did C[C@@H]1CCCCO[C@@H](CN(C)Cc2ccc3c(c2)OCO3)[C@@H](C)CN([C@H](C)CO)C(=O)c2cc(NC(=O)NC3CCCCC3)ccc2O1 do in these assays?
TcdB inh: 1.2

Results for Cc1ccc(-c2cnc3c(c2)C(=O)N([C@@H](C)CO)C[C@@H](C)[C@@H](CN(C)S(C)(=O)=O)O3)cc1 ?
TcdB inh: -0.2

Results for CCCNC(=O)[C@H]1[C@H](CO)[C@H]2Cn3c(ccc(-c4ccccc4)c3=O)[C@H]2N1C(=O)C1CC1 ?
TcdB inh: 0.2

Results for COc1ccc(NC(=O)N(C)C[C@H]2Oc3c(NC(=O)NC(C)C)cccc3C(=O)N([C@@H](C)CO)C[C@@H]2C)cc1 ?
TcdB inh: -9.6

How did COC(=O)[C@@H]1[C@@H](CO)[C@@H]2Cn3c(cccc3=O)[C@H]1N2Cc1nccs1 do in these assays?
TcdB inh: 0.0

Results for C[C@@H]1CN([C@H](C)CO)S(=O)(=O)c2ccc(C#CC3CC3)cc2O[C@H]1CN(C)Cc1ccc(F)cc1 ?
TcdB inh: -1.1

Results for CS(=O)(=O)N1[C@H](CO)[C@@H](c2ccc(C#CC3CCCCC3)cc2)[C@@H]1C#N ?
TcdB inh: -0.7

What do the screens show for `C[C@H]1CN([C@@H](C)CO)C(=O)c2cc(C#Cc3ccccn3)cnc2O[C@@H]1CN(C)Cc1cncnc1`?
TcdB inh: -0.9

Results for C[C@@H]1CN([C@@H](C)CO)C(=O)c2cccc(NS(=O)(=O)c3ccc(Cl)cc3)c2O[C@@H]1CN(C)S(C)(=O)=O ?
TcdB inh: -0.8

What do the screens show for `Cc1cccc(S(=O)(=O)N2CCCCN3[C@H](CO)[C@H](c4ccc(C#C[C@H](C)O)cc4)[C@H]3C2)c1`?
TcdB inh: -0.1

How did CN1C[C@@H]2[C@H](c3ccccc31)[C@@H](CO)N2C(=O)Nc1ccccc1Cl do in these assays?
TcdB inh: 0.1

What do the screens show for `CC(C)NC(=O)Nc1ccc2c(c1)CC(=O)N([C@@H](C)CO)C[C@@H](C)[C@H](CN(C)Cc1ccc(Oc3ccccc3)cc1)O2`?
TcdB inh: 1.0

What do the screens show for `C[C@@H]1CCCCO[C@@H](CN(C)CC2CC2)[C@H](C)CN([C@@H](C)CO)C(=O)c2cc(NC(=O)CCCN(C)C)ccc2O1`?
TcdB inh: -1.4

How did COC(=O)C[C@@H]1CC[C@H]2[C@@H](COc3ccc(NC(=O)c4ccc(F)cc4)cc3C(=O)N2C)O1 do in these assays?
TcdB inh: 1.1

Screening data as filed in PubChem.
